Screening results from PubChem.
ELG1 genotox = qHTS screen for small molecules that induce genotoxicity in human embryonic kidney (HEK293T) cells expressing luciferase-tagged ELG1; HEK293T ELG1-luciferase reporter, luminescence, 16 h; Potency, µM (highest dose often 46 µM), without a hit: top-dose activity change, positive = activation, hits mostly activators; hit rate 1.3% among 330,000; further: potency means the concentration at half of the fitted maximal effect; % of control where 0% means no effect; nearly all actives have a fitted effect of over 60% in size
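Step 1: seed 2,000 HEK293T ELG1-luciferase cells per well. Step 2: add compound or DMSO, incubate 16 hr at 37 °C. Step 3: ONE-Glo, 30 min at room temperature, read luminescence.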
Giardia kill = Small Molecules that selectively kill Giardia lamblia: qHTS; activity change, % at 7.66 µM, hits read low; Giardia lamblia trophozoite viability; AID 540267, 2011; hit rate 0.15% among 340,000; in the data active means activity change below about -80%; inconclusive means between about -30% and that limit;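 further: parasites exposed to compound for two days anaerobically before the ATP read; on the % scale 0 is the no-effect control and ±100 the full control effect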
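Media and compound were dispensed first, then trophozoites at 100 cells/well; plates sat 48 hrs at 37 deg C without oxygen before ATP luminescence reagent was added and read after 15-30 min at room temperature.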
p53 reactivation = qHTS assay for re-activators of p53 using a Luc reporter | H1299 p53-A138V BP100-luciferase reporter, luminescence, 24 h | Potency, µM (highest dose often 92.2 µM), for inactives: at the highest dose activity change, positive = activation, hits mostly activators | hit rate 0.063% among 320,000; further: potency means the concentration at half of the fitted maximal effect; % of control where 0% means no effect; nearly all actives have a fitted effect of over 45% in size
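p53-null H1299 cells stably carrying temperature-sensitive p53-A138V and a BP100-luciferase reporter were pinned with compounds (4-point, 1:5 series) and held 24 hrs at 37 deg C. Luminescence was read 10 min after detection reagent.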
BRCA1 expr act = qHTS Assay to Identify Small Molecule Activators of BRCA1 Expression | MCF7-BRCA1-FFLuc reporter, luminescence, 48 h; response scale: scaled: vehicle 0%, 10 µM genistein 100% | Potency, µM (top dose mostly 46.1 µM), inactives show at the highest dose activation, usual class: activators | hit rate 1.1% among 380,000 | AID 624202, 2012; further: potency means the concentration at half of the fitted maximal effect; nearly all actives have a fitted effect of over 80% in size; some results filed as inactive show a strong effect at the top dose
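MCF7-BRCA1-FFLuc, 2000 cells/well; 2 h attach, 37 °C/5% CO2; compound 48 h; luciferase substrate 15 min; luminescence end-point. Norm. to genistein 10 microM max activation and DMSO; concentration-response curves fitted.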
Starred values were filed as active, the others as inactive; ? = inconclusive; [ ] = another dose, or the depositor's remark. Unless noted, the call rests on the fitted dose curve; in most records, active means well fitted activation curve with a large enough effect; inconclusive means small, poorly fitted or top-dose-only effect; inactive means no such curve, though single readings can be large or run the other way.

SMILES	ELG1 genotox	Giardia kill	p53 reactivation	BRCA1 expr act
CCOc1ncccc1C(=O)OC(C)C(=O)Nc1ccc(N2CCOCC2)cc1 (centres undefined)	0%	9	-2%	8%
O=C(COC(=O)c1cncc(Br)c1)NCc1cccs1	2%	3	5%	5%
Cn1c(N)c(C(=O)COC(=O)c2ccc3ccccc3c2)c(=O)n(C)c1=O	-2%	10	5%	1%
CCN(CC)S(=O)(=O)c1cccc(C(=O)NC(C(=O)NCCc2ccccn2)C(C)C)c1 (centres undefined)	1%	10	-4%	-30%
CSc1ccccc1NC(=O)COC(=O)c1cnc(C)cn1	0%	-15	-5%	-19%
COc1ccc(C(=O)NC(C)c2cccnc2)cc1S(=O)(=O)N(C)Cc1ccccc1 (centres undefined)	1%	-2	-5%	-13%
CCCn1nc(C(=O)Nc2cc(S(=O)(=O)Nc3ccc(OC)cc3)ccc2O)c2ccccc2c1=O	-2%	9	-2%	-32%
Cc1ccc(S(=O)(=O)CC(=O)N2CCN(c3ccc([N+](=O)[O-])cc3)CC2)cc1	-4%	-30	-4%	-27%
C[C@H]1COC(=O)[C@@H](Cc2ccc(F)cc2)C/C=C\C[C@@H](CC(=O)NCCO)C(=O)N1	3%	3	4%	-4%
Cc1ccc(C(=O)Nc2ccc(F)c(S(=O)(=O)N3CCOCC3)c2)s1	-8%	-10	4%	-6%
C[C@@H]1CN([C@@H](C)CO)C(=O)Cc2cc(NC(=O)Nc3ccc4c(c3)OCO4)ccc2O[C@@H]1CN(C)C(=O)NC1CCCCC1	3%	17	-6%	0%
CCN(CC)S(=O)(=O)c1cc(NC(=O)CSCc2c(C)noc2C)ccc1C	-5%	-16	-7%	-18%
CCN(C[C@H]1N[C@@](Cc2ccccc2)(C(=O)OC)[C@H]2C(=O)N(C)C(=O)[C@@H]12)S(=O)(=O)c1ccccc1	-10%	-4	-4%	-1%
O=C(CN1C(=O)NC2(CCCc3ccccc32)C1=O)c1ccc(F)c(F)c1 (centres undefined)	5%	9	-1%	-29%
CCOc1ccc(C=NNc2ccc(S(=O)(=O)Nc3ccccc3C(=O)O)cc2[N+](=O)[O-])cc1	1%	-5	7%	-43%
COC(=O)[C@]1(C)N[C@H](CN(C)C(=O)c2ccc(F)cc2)[C@@H]2C(=O)N(C)C(=O)[C@@H]21	1%	29	-7%	10%
O=C(c1cccc(S(=O)(=O)N2CCN(c3ccc(F)cc3)CC2)c1)N1CCCC1	1%	0	-5%	-7%
C=CC[C@@H](CC(=O)N[C@@H](CO)Cc1ccccc1)C(=O)N[C@H](COC(=O)[C@@H](CC=C)Cc1ccc(F)cc1)Cc1ccccc1	10%	3	11%	-23%
Nc1cc(Cl)ccc1C(=O)OCC(=O)N1CCCCCC1	15%	1	17%	?
O=C(COC(=O)CCC(=O)c1ccc(Cl)cc1)NCc1ccc(F)cc1	0%	8	-11%	-3%
CC(=O)c1ccc(S(=O)(=O)NCC(=O)NC(c2nc3ccccc3[nH]2)C(C)C)cc1 (centres undefined)	-1%	15	6%	4%
C[C@]12C(=O)N(c3ccc(C(F)(F)F)cc3)C(=O)N1[C@H]1c3ccccc3OC[C@@H]1[C@H]2c1ccccc1	1%	0	-1%	-3%
Cc1cc(C)c(C)c(S(=O)(=O)N[C@@H](C)C(=O)OCC(=O)NC2CCCC(C)C2C)c1C (some centres undefined)	-2%	-3	-2%	-16%
COc1ccc(CN2c3c(Br)cccc3C(=O)CS2(=O)=O)cc1	1%	-6	8%	-9%
COc1ccc2[nH]c3c(c2c1)CCN1C(=O)C(CC(=O)NCCCn2ccnc2)C[C@H](C(=O)N2CCOCC2)[C@@]31CCC1CCCC1 (some centres undefined)	1%	-7	-1%	2%
Cc1cccc(C)c1NC(=O)COC(=O)[C@@H]1CCCN1C(=O)c1cccs1	3%	12	14%	12%
C[C@H](CO)N1C[C@H](C)[C@@H](CN(C)Cc2ccc(-c3ccccc3)cc2)Oc2c(NC(=O)Cc3ccccc3)cccc2C1=O	-7%	-8	-2%	-70%
C=CC[C@H](CC(=O)N(CCO)Cc1ccccc1)C(=O)N[C@@H](C)COC(=O)[C@H](CC=C)CC(=O)OC(C)(C)C	-6%	2	0%	0%
COc1cccc(CNC(C)C(=O)Nc2ccc(S(=O)(=O)N3CCCC3)cc2)c1 (centres undefined)	-3%	-2	-4%	-3%
Cc1ccc(C2(C)NC(=O)N(CC(=O)N(c3ccccc3)C3CCS(=O)(=O)C3)C2=O)cc1 (centres undefined)	1%	6	4%	3%
CN(C)C(CNS(=O)(=O)c1ccc(Cl)cc1F)c1ccco1 (centres undefined)	1%	2	2%	3%
CCOC(=O)C1=CN(Cc2cccc(F)c2)S(=O)(=O)N(C)C1c1ccc2ccccc2c1 (centres undefined)	0%	9	-11%	-27%
CC(C)CC1NC(=O)N(CC(=O)N(C)C2CCCCC2)C1=O (centres undefined)	1%	-4	-2%	-1%
Cc1ccc(C(=O)OCc2cc(=O)n3ccsc3n2)s1	10%	1	19%	0%
CC(C)(C)OC(=O)C[C@H]1C/C=C\C[C@@H](CC(=O)NCCO)C(=O)NC[C@H](c2ccccc2)OC1=O	1%	-2	-2%	2%
CNC[C@@H]1Oc2ccc(NC(=O)Nc3ccccc3)cc2C(=O)N([C@@H](C)CO)C[C@H]1C	-2%	8	0%	-3%
Cc1ccnc2nc(C(=O)OCC(=O)N(Cc3ccccc3)C(C)C)nn12	0%	-10	0%	4%
Cc1ccnc2nc(C(=O)OCC(=O)c3ccc(NC(=O)CC(C)C)cc3)nn12	4%	-1	-1%	-4%
COc1ccc(-c2oc(=O)c3cc(OC)c(OC)cc3c2/C=C/c2ccc(OC(C)=O)cc2)cc1	2%	-3	14%	0%
Cc1ccc2c(c1)C1C[N+](C)(CC(=O)c3ccccc3)CCC1N2C(=O)c1ccccc1Cl (centres undefined)	6%	4	16%	7%

Reformatted as labelled records: part of the list above.
Cc1ccc(C(=O)OCc2cc(=O)n3ccsc3n2)s1
  ELG1 genotox: 10% | Giardia kill: 1 | p53 reactivation: 19% | BRCA1 expr act: 0%

COc1ccc2[nH]c3c(c2c1)CCN1C(=O)C(CC(=O)NCCCn2ccnc2)C[C@H](C(=O)N2CCOCC2)[C@@]31CCC1CCCC1 (some centres undefined)
  ELG1 genotox: 1% | Giardia kill: -7 | p53 reactivation: -1% | BRCA1 expr act: 2%

CCOC(=O)C1=CN(Cc2cccc(F)c2)S(=O)(=O)N(C)C1c1ccc2ccccc2c1 (centres undefined)
  ELG1 genotox: 0% | Giardia kill: 9 | p53 reactivation: -11% | BRCA1 expr act: -27%

CN(C)C(CNS(=O)(=O)c1ccc(Cl)cc1F)c1ccco1 (centres undefined)
  ELG1 genotox: 1% | Giardia kill: 2 | p53 reactivation: 2% | BRCA1 expr act: 3%

Next part.
SMILES	ELG1 genotox	Giardia kill	p53 reactivation	BRCA1 expr act
CCN(CC)S(=O)(=O)c1ccc(N2CCCC2)c(NC(=O)c2ccc([N+](=O)[O-])o2)c1	-3%	-96*	-18%	-96%[inhibitor]
COc1ccc(-c2c(-c3cc(OC)cc(OC)c3)sc3ccc(OC)cc23)cc1	1%	0	1%	-12%
COc1ccc(C(=O)OCC(=O)NC(=O)Nc2ccccc2F)c(OC)c1	0%	15	-1%	-19%
COc1ccc(NC(=O)Nc2ccc3c(c2)CC(=O)N([C@H](C)CO)C[C@H](C)[C@H](CN(C)Cc2ccc(C(=O)O)cc2)O3)cc1	2%	-13	-2%	3%
CC(C)(C)NC(=O)C(c1ccc(-c2ccccc2)cc1)N(C[C@H]1CC[C@@H]([C@@H]2CC[C@H](CO)O2)O1)C(=O)c1ccc(C(C)(C)C)cc1 (some centres undefined)	8%	-2	-3%	-26%
O=C(c1cc(F)c(F)c(F)c1F)N1CCN(C(=O)C2CCCO2)CC1 (centres undefined)	0%	4	?	0%
CC(C)NC(=O)Nc1cccc2c1O[C@H](CN(C)S(C)(=O)=O)[C@@H](C)CN([C@H](C)CO)C2=O	0%	-11	-1%	-5%
COCCCNC(=O)CC1C[C@H](C(=O)N(C(C)C)C(C)C)[C@@]2(C)c3[nH]c4ccccc4c3CCN2C1=O (some centres undefined)	0%	4	3%	0%
CC(C)C(NC(=O)c1c(F)cccc1F)C(=O)N1CCN(c2ncccn2)CC1 (centres undefined)	0%	-5	2%	3%
O=C1c2ccccc2[C@@H]2C[C@H](NC34CC5CC(CC(C5)C3)C4)[C@@H](O)CCN12	1%	-16	6%	0%
CCOC(=O)c1ccc(S(=O)(=O)N2CCN(CCc3ccncc3)CC2)cc1	-3%	-12	-1%	-7%
O=C(C[C@H]1C/C=C\CC[C@H](Cc2ccc(F)cc2)C(=O)OC[C@H]2CCCN2C1=O)N[C@H](CO)Cc1ccccc1	-7%	-3	4%	-12%
COC(=O)[C@]1(Cc2ccccc2)N[C@H](CN(C)C(=O)Nc2ccc(F)cc2)[C@@H]2C(=O)N(Cc3ccccc3)C(=O)[C@@H]21	-2%	-17	10%	-3%
CCN(C[C@H]1N[C@@](Cc2ccccc2)(C(=O)OC)[C@H]2C(=O)N(Cc3ccccc3)C(=O)[C@@H]12)S(=O)(=O)c1ccc(C(F)(F)F)cc1	0%	10	-15%	-9%
Cn1c(CC(=O)NNC(=O)c2ccc(Cl)nc2)nc2ccccc21	-1%	-5	-5%	14%
Cc1c(NS(=O)(=O)c2cccc(C(=O)N3CCCC3)c2)c(=O)n(-c2ccccc2)n1C	0%	3	5%	0%
COc1ccc(CNC(=O)C[C@H]2C[C@H](C(=O)N3CCOCC3)[C@@]3(C)c4[nH]c5cc(-c6ccco6)ccc5c4CCN3C2=O)cc1OC	1%	44[activator]	-10%	-36%
COc1ccc(Cl)cc1NC(=O)CN(C)CC(=O)NCc1ccc(F)cc1	-6%	1	-1%	-6%
CN(C)C(=O)CCc1ccc2c3c([nH]c2c1)[C@]1(CCc2ccccc2)[C@@H](C(=O)N2CCCCC2)C[C@H](CC(=O)NCCc2ccccn2)C(=O)N1CC3	8%	?	9%	-16%
CCN(C[C@H]1N[C@@](C)(C(=O)OC)[C@H]2C(=O)N(Cc3ccccc3)C(=O)[C@@H]12)C(=O)Nc1ccc(OC)cc1	4%	-1	-2%	36%
C=CCC[C@H](Cc1ccc(F)cc1)C(=O)OC[C@@H](Cc1c[nH]c2ccccc12)NC(=O)[C@H](CC=C)CC(=O)N(CCO)Cc1ccccc1	-13%	-17	4%	-70%
CC1=CN(S(=O)(=O)c2ccc(C)cc2)C[C@@H]2c3ccccc3N(S(=O)(=O)c3ccc(C)cc3)[C@H]12	4%	-12	6%	-2%
Cc1cnc(C(=O)OCC(=O)N(Cc2ccccc2)C(C)(C)C)cn1	3%	-18	6%	-21%
Cc1cccc(C(=O)OCC(=O)N2CCCCCC2)c1C	?	-10	?	5.6µM*
C[C@@H]1COC(=O)[C@H](Cc2ccc(F)cc2)CC/C=C/C[C@@H](CC(=O)N[C@H](CO)Cc2ccccc2)C(=O)N1	0%	9	-2%	0%
CCN1C(=O)CC(c2ccccc2)N(C2CCCC2)c2nc(Nc3ccc(C(=O)NC4CCN(C)CC4)cc3OC)ncc21 (centres undefined)	?	1	3%	-14%
CCOc1ccc(NC(=O)COC(=O)c2ccc(S(=O)(=O)N3CCOCC3)cc2)cc1	6%	-23	11%	5%
C[C@@H](C(=O)OCC(=O)c1ccc(F)c(F)c1)N1C(=O)C2CCCCC2C1=O (some centres undefined)	2%	-6	-1%	4%
O=C(COc1ccc(-n2cnnn2)cc1)Nc1ccc(F)c(F)c1	0%	3	-7%	-2%
NS(=O)(=O)c1cccc(NC(=O)COC(=O)CCC2CCCC2)c1	4%	-1	-1%	-6%
COc1ccc(-c2noc(CCC(=O)N3CCN(c4cccc(F)c4)CC3)n2)cc1	-3%	-10	6%	11%
CCOC(=O)C1=CN(Cc2ccco2)S(=O)(=O)N(CC)C1c1ccc(C(F)(F)F)cc1 (centres undefined)	1%	-25	10%	-9%

BRCA1 expr act, what is marked active above.
canonical_smiles | p53 reactivation | BRCA1 expr act
Cc1cccc(C(=O)OCC(=O)N2CCCCCC2)c1C | ? | 5.6µM*

A portion of the library; rates above refer to the full screens.
